# NALP3 yeast inh = blocks the NALP3 inflammasome reconstituted in yeast. Yeast reconstituted NLRP3/ASC/caspase-1, beta-gal luminescence, 24 h. inhibition, % at 10 µM. actives 0.39% (n = 330,000). AID 2825;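 active = inhibition of 50% or more; inactive = inhibition below 50%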;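 note: plate controls were induced DMSO wells for no effect and uninduced yeast grown without galactose for full effect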
# TIM10 inh = growth inhibitors of TIM10 yeast strain | actives 1.4% (n = 330,000) | S. cerevisiae TIM10 strain growth, BacTiter-Glo luminescence, 24 h | inhibition, % at 10 µM | AID 463195;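 active = inhibition of 40% or more at the single tested concentration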;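 note: wild-type TIM10 isogenic control strain grown at permissive 25 °C; 0% = DMSO yeast wells and 100% = minimal medium wells without yeast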
# Apaf-1 inh = blocks human Apaf-1 apoptosome activity; actives 0.71% (n = 330,000); AID 489030; inhibition, % at 20 µM; reconstituted apoptosome caspase-3 activity, DEVD-Rh110 fluorescence; O14727; active = inhibition of at least 40% at 20 µM;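 note: plate controls were DMSO wells for no effect and DEVD-CHO caspase inhibitor wells for full effect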
# Target sequence (O14727 whole entry, looked up): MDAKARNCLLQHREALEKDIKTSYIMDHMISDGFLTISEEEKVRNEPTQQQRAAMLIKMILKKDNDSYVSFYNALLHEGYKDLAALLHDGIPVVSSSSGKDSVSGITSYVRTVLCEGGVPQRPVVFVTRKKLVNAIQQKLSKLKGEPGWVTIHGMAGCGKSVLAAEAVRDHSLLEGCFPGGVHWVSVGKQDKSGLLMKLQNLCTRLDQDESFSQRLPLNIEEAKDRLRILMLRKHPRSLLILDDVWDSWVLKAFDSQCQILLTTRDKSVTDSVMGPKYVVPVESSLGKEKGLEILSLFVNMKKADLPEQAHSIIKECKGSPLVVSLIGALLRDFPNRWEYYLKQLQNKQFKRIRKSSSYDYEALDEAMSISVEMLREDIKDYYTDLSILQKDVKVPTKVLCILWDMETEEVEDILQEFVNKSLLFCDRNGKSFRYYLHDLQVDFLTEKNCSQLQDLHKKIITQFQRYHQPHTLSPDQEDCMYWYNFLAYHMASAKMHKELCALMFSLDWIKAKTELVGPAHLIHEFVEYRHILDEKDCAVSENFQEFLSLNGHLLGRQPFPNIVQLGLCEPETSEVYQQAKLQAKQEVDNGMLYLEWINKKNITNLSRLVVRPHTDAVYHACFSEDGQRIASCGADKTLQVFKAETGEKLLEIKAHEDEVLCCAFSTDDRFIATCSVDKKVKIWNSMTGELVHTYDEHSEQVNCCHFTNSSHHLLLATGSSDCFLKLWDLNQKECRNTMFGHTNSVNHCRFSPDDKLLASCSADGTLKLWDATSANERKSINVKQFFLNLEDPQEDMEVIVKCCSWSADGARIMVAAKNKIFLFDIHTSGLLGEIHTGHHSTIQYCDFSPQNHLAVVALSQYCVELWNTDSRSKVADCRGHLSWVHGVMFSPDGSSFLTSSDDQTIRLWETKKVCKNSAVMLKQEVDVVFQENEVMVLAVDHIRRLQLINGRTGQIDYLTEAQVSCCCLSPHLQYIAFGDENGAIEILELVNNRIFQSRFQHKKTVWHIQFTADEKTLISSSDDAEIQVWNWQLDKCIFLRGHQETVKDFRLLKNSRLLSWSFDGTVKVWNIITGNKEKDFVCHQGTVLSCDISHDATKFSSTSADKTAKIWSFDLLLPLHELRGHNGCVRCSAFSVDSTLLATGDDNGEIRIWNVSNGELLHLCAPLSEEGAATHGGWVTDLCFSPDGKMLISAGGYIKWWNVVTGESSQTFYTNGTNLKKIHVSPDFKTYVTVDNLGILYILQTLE
#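 Medium: Hepes buffer, pH 7.5 / System: biochemical Apaf-1 apoptosome reconstitution / Measured by: Rh110 fluorescence, excitation 480 nm, emission 540 nm / Times: compound with Apaf-1, dATP, procaspase-3 30 min, then 50 min reaction, room temperature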
# hIAP inh = blocks human intestinal alkaline phosphatase; AID 2544; purified IAP, CDP-Star luminescence, 30 min; actives 0.12% (n = 330,000); inhibition, % at 10 µM; P09923;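 active = inhibition reaching a set limit with compound at 10 µM in the primary screen, cut at about 35% in these data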;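 note: plate controls were DMSO wells with enzyme for no effect and no-enzyme buffer wells for full effect; values of inactives mirror those of a sister screen read the other way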
# hIAP activ = human IAP activation. P09923. actives 0.16% (n = 330,000). purified human IAP, CDP-Star luminescence, 30 min; hits give high values; 1 = vehicle-only enzyme, 0 = enzyme-free background. activation factor at 10 µM;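 active = activation factor of the enzyme at least 2-fold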; note: the source names both 10 and 20 µM as test concentration; values of inactives mirror those of a sister screen read the other way
# ATG4B inhibitor = blocks human ATG4B protease cleavage of LC3 substrate; ATG4B cleavage of LC3-PLA2, NBD-HPC fluorescence, 1 h; actives 0.51% (n = 340,000); Q9Y4P1; inhibition, % at 8.33 µM; in the data active = inhibition above about 40%
# tim10-1 inh = growth inhibitors of tim10-1 mutant yeast; S. cerevisiae tim10-1 ts strain growth, BacTiter-Glo, 24 h; inhibition, % at 20 µM; actives 2.2% (n = 330,000); AID 463190;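 active = inhibition of at least 40%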;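 note: mutant grown at 25 °C; 0% = DMSO wells with yeast and 100% = wells holding no yeast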
# mIAP act = mouse IAP activation; muIAP, CDP-Star luminescence, 30 min; hits give high values; 1 = vehicle-only enzyme signal, 0 = enzyme-free wells; activation factor at 10 µM; actives 0.24% (n = 330,000); AID 2805;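 active = activation factor of at least 2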; note: the source names both 10 and 20 µM as test concentration; values of inactives mirror those of a sister screen read the other way
#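 also added = chemiluminescent substrate CDP-Star | test system = mouse IAP enzyme | signal = chemiluminescence readout | compound = DMSO-dissolved test compounds | incubation = 30 min at room temperature | benchmarks = DMSO wells, no-enzyme wells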
# mIAP inh = mouse IAP inhibition; purified mouse IAP, CDP-Star luminescence, 30 min; inhibition, % at 10 µM; actives 0.2% (n = 330,000);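 active = inhibition of at least 40% at 10 µM in the primary screen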;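 note: plate controls were DMSO with enzyme for no effect and no enzyme wells for full effect; values of inactives mirror those of a sister screen read the other way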
# * = called active by the depositor. Compounds as they come. Share with any hit: about 4.5%.
SMILES,NALP3 yeast inh,TIM10 inh,Apaf-1 inh,hIAP inh,hIAP activ,ATG4B inhibitor,tim10-1 inh,mIAP act,mIAP inh
O=C(Nc1ccncc1)c1ccc([N+](=O)[O-])cc1Cl,-5,-7,-4,-4,1,0,6,1.1,-7
Cc1ccc(S(=O)(=O)N2CCN=C2c2ccccc2)cc1C,0,17,21,2,0.98,-10,-17,1.1,-13
CN(c1ccccc1)S(=O)(=O)c1cccc(NC(=O)Cn2cnc3ccccc3c2=O)c1,7,6,-2,-19,1.2,-6,3,0.97,3
CS(=O)(=O)c1ccc2nc(NC(=O)c3ccc(N4C(=O)CCC4=O)cc3)sc2c1,8,-20,-26,13,0.87,3,13,1,-4
Cc1nn(C)c(C(=O)NNC(=O)Nc2cccc(C(F)(F)F)c2)c1Cl,7,14,-7,-28,1.3,4,19,1,0
Cc1ccc(C2C(C#N)=C3N=C(N)c4ccccc4N3C3=C2C(=O)CCC3)cc1 (centres undefined),0,-6,-5,-9,1.1,-13,4,0.94,6
CCC(Sc1nncn1C)C(=O)Nc1nnc(-c2ccc(Cl)cc2)s1 (centres undefined),3,-1,7,-14,1.1,4,28,0.96,4
Cc1ccc2cc(C(c3nnnn3C3CCCC3)N(Cc3ccco3)Cc3cccs3)c(=O)[nH]c2c1 (centres undefined),9,29,16,7,0.93,-5,33,0.84,16
CCN(CC)S(=O)(=O)c1ccc(Cl)c(NC(C)=O)c1,23,7,4,7,0.93,0,19,1.1,-15
CC(=O)Nc1ccc(NC(=O)CCc2nc3ccccc3c(=O)[nH]2)cc1,-7,10,-19,6,0.94,-10,4,1,0
Cc1ccc(NC(=O)c2ccc(OC(F)(F)F)cc2)cc1S(=O)(=O)N(C)C,10,10,-1,6,0.94,-7,27,1.1,-11
CC(C)CC(=O)NC(C)C(c1cccs1)N1CCOCC1 (centres undefined),-2,-1,-18,2,0.98,9,5,0.94,6
CCOc1ccc(C(=O)Nc2cc(OC)ccc2OC)cc1,9,5,3,-18,1.2,-10,10,1,-2
COc1cc(NC(=O)C2CCN(c3cnccn3)CC2)cc(OC)c1,10,11,-1,-2,1,2,19,0.98,2
O=C(Cc1ccc(Cl)cc1Cl)NCC1(N2CCOCC2)CCCCC1,5,4,3,6,0.94,0,24,0.93,7
Cc1ccc(NC(=S)N2CCN(C(=O)C3CCCO3)CC2)c(C)c1 (centres undefined),-15,14,-6,2,0.98,-10,10,1.1,-9
CCOc1ccc(C(=O)C2CCN(C(=O)c3ccccc3C(=O)O)CC2)cc1,6,4,-1,3,0.97,4,-4,1,-1
CC1CCN(C(=O)C(=O)c2cn(CC(=O)N3CCCCCC3)c3ccccc23)CC1,18,2,11,-3,1,10,6,0.91,9
CC(=O)/C(N=Nc1cc2c(cc1[N+](=O)[O-])OCCO2)=C(\C)O,20,0,-12,7,0.93,8,8,1,-4
COc1ccc(Nc2nc(-c3cccnc3)cs2)c(OC)c1,28,2,4,-5,1.1,1,-4,1,-2
N#Cc1ccc(OCC(=O)N2CCN(S(=O)(=O)c3cccc(Cl)c3)CC2)cc1,10,3,18,31,0.69,-10,8,1.2,-16
Cc1nc2ccccn2c1/C(O)=C1\C(=O)C(=O)N(CCN2CCOCC2)C1c1cccs1 (centres undefined),17,3,-7,10,0.9,-7,4,0.89,11
Cc1c(OCC(=O)N2CCC(C(=O)O)CC2)ccc2c3c(c(=O)oc12)CCC3,1,-1,4,0,1,-21,-2,1,-3
COc1ccc(S(=O)(=O)NNC(=O)c2cccs2)cc1,12,9,-16,-4,1,3,-1,0.96,4
COc1ccc(-n2sc3c(c2=S)-c2cc(OC)ccc2NC3(C)C)cc1,14,5,5,1,0.99,-9,23,0.8,20

# Remaining list, next part
SMILES,NALP3 yeast inh,TIM10 inh,Apaf-1 inh,hIAP inh,hIAP activ,ATG4B inhibitor,tim10-1 inh,mIAP act,mIAP inh
Cc1noc(C)c1C(=O)N1CCC(C(=O)c2ccc(F)cc2F)CC1,1,-12,-5,4,0.95,4,-7,0.92,8
c1ccc2c(N3CCOCC3)c3c(nc2c1)CCC3,10,6,10,-24,1.2,-1,6,0.99,1
COc1cccc(OCc2cc(C(=O)N(C)C3CCOCC3)no2)c1,10,-2,-4,-14,1.1,11,-4,1,-1
O=C(Nc1ccc(Cl)cc1)c1ccc(S(=O)(=O)N2CCOCC2)cc1,20,1,4,-15,1.2,-6,3,1.1,-8
O=C(CN1c2cccc3cccc(c23)S1(=O)=O)Nc1ccccc1,28,12,5,5,0.95,-12,-6,0.98,2
CN(C)S(=O)(=O)c1ccc(Cl)c(NC(=O)CSc2nc3ccccc3c(=O)n2CCCN2CCOCC2)c1,1,18,2,-2,1,-3,15,0.88,12
NCCCC[C@@H](C(=O)N1CCNCC1)n1cc(CN)nn1,26,10,1,8,0.92,3,-2,1.1,-8
CC(=O)Nc1ccccc1C(=O)C(=O)Nc1cccc(C(=O)NC2CC2)c1,-8,-17,-4,-19,1.2,4,-10,1,-2
CCN(CC(=O)Nc1ccc(NC(C)=O)cc1)CC(=O)Nc1cccc(Cl)c1,-5,-9,-1,-26,1.3,-13,6,1,-4
O=C1CC(c2cc(-c3ccccc3)no2)C1,16,9,-4,8,0.92,2,10,0.98,2
CC1CCC(NC(=O)CN2CCCN(Cc3ccc(F)cc3Cl)C2=O)CC1 (centres undefined),6,9,9,-2,1,3,16,1,0
CCc1nn(CC(=O)NCCCN(CC)Cc2ccccc2)c(=O)c2cc3sccc3n12,17,-2,-20,22,0.78,-12,-8,1,0
COc1ccccc1C(=O)Nc1sc2c(c1C#N)CCC2,9,3,11,14,0.86,-1,6,1.1,-7
O=C(COC(=O)CNC(=O)c1ccc(Br)o1)Nc1ccc2c(c1)OCCO2,12,-6,-3,9,0.91,-18,-4,0.98,2
CCOc1ncccc1C(=O)Nc1cc(S(=O)(=O)N(CC)CC)ccc1N1CCOCC1,19,12,19,2,0.98,2,16,0.82,18
Cc1cccc(C)c1-n1c(C)nn(Cc2ccc([N+](=O)[O-])cc2)c1=O,-7,1,-9,-4,1,1,13,0.94,6
CCOC(=O)c1c(C)oc2c(F)c(F)c(F)c(F)c2c1=O,4,24,-4,-11,1.1,-3,42*,0.92,8
COCCn1c(SCC(=O)c2ccc(CNC(C)=O)o2)nc2ccccc2c1=O,11,4,-1,-4,1,-14,9,0.88,12
CCOC(=O)C1=C(C(F)(F)F)Nc2ncnn2C1c1ccc(OC)c(OC)c1OC (centres undefined),8,14,1,6,0.94,10,8,0.99,1
O=C(NC(Cc1c[nH]c2ccccc12)C(=O)N/N=C/c1cccnc1)c1cccs1 (centres undefined),0,1,6,-1,1,-19,2,1,0
Cc1nonc1C1CCCN1Cc1cn[nH]c1-c1ccc2c(c1)OCO2 (centres undefined),4,3,-10,-10,1.1,-16,13,0.95,5
Cc1cccc(NC(=O)NNC(=O)COc2ccc(Cl)cc2)c1,12,-2,-6,8,0.92,-5,4,0.91,9
Cc1ccc(CN(Cc2ccco2)C(=S)NCC(=O)NC2CC2)cc1,19,14,-9,1,0.99,-6,13,1,-4
Cc1cc(NC(=O)CSCC(=O)N(C)Cc2ccc(Cl)cc2Cl)no1,13,-6,29,-2,1,7,12,1,-2
O=C1CN(C(=O)NCC(=O)N[C@@H](Cc2ccccc2)C(=O)O)c2ccccc2N1,-6,1,-4,0,1,-8,2,0.97,2

# Some of these compounds in order of count of non-hydrogen atoms, rising:
SMILES,NALP3 yeast inh,TIM10 inh,Apaf-1 inh,hIAP inh,hIAP activ,ATG4B inhibitor,tim10-1 inh,mIAP act,mIAP inh
O=C(CN1c2cccc3cccc(c23)S1(=O)=O)Nc1ccccc1,28,12,5,5,0.95,-12,-6,0.98,2
Cc1cccc(C)c1-n1c(C)nn(Cc2ccc([N+](=O)[O-])cc2)c1=O,-7,1,-9,-4,1,1,13,0.94,6
O=C(COC(=O)CNC(=O)c1ccc(Br)o1)Nc1ccc2c(c1)OCCO2,12,-6,-3,9,0.91,-18,-4,0.98,2
O=C(NC(Cc1c[nH]c2ccccc12)C(=O)N/N=C/c1cccnc1)c1cccs1 (centres undefined),0,1,6,-1,1,-19,2,1,0
CCOc1ncccc1C(=O)Nc1cc(S(=O)(=O)N(CC)CC)ccc1N1CCOCC1,19,12,19,2,0.98,2,16,0.82,18

# More structures follow.
SMILES,NALP3 yeast inh,TIM10 inh,Apaf-1 inh,hIAP inh,hIAP activ,ATG4B inhibitor,tim10-1 inh,mIAP act,mIAP inh
CC(=O)c1ccc(NC(=O)CN2C(=O)NC(C)(C3CCCCC3)C2=O)cc1 (centres undefined),-1,1,-13,5,0.95,-27,4,1,-3
COC(=O)C(Cc1ccccc1)NC(=O)c1ccc(C)cc1 (centres undefined),-13,19,-5,-1,1,-5,17,0.99,1
O=C(CSc1nnc(SCc2ccccc2)s1)N/N=C/c1ccc(C(=O)O)cc1,45,-17,-23,10,0.9,-1,0,0.98,2
CC(C)C[C@H](NC(=O)NCc1ccccc1Cl)C(=O)O,2,4,-18,12,0.89,1,6,0.94,6
CC(C)c1ccc(OC(=O)NCCO)cc1,-16,2,-12,-11,1.1,0,2,0.96,4
COc1ccc(C2C(C#N)=C(N)OC3=C2C(=O)CC(C)C3)c(OC)c1OC (centres undefined),10,5,-1,-12,1.1,2,9,1,0
COc1ccccc1Oc1ccc2c(c1)C(=O)N(c1cccc(O)c1)C2=O,15,6,11,-6,1.1,-2,16,1,-4
Cc1nnc(NC(=O)c2ccc(F)c(S(=O)(=O)N3CCOCC3)c2)s1,0,2,14,-16,1.2,-1,3,1.1,-5
CCCc1nc2ccccc2c(C(=O)O)c1CC,7,1,-1,-18,1.2,7,3,0.99,1
C=C[C@@](C)(O)CC[C@@H]1[C@@]2(C)CCCC(C)(C)[C@@H]2CC[C@@]1(C)O,29,17,25,-10,1.1,-33,42*,0.83,17
CCN(CC)c1ccc(NC(=O)COc2ccccc2C#N)cc1S(=O)(=O)Nc1ccccc1OC,26,9,5,4,0.96,7,22,1.1,-8
Cc1c(CNCCc2ccc(Cl)cc2)c(C(=O)O)c(C)n1-c1ccccc1,4,-11,5,-6,1.1,9,18,1,-4
Cc1cccc(NC(=O)CN(C)C(=O)C2CC2)c1C,6,-2,-7,-2,1,-1,-14,0.92,8
COC(=O)CCC/C=C1\SC[C@@H](NC(=O)c2ccccc2)C1NC(C)=O (some centres undefined),11,12,-3,12,0.88,-1,-2,1.1,-5
CC(=O)c1cnc2scnn2c1=O,-5,15,1,8,0.92,-7,-3,0.92,8
O=C1NC(c2ccccn2)Nc2sc3c(c21)CCC3 (centres undefined),15,-3,13,-2,1,-6,8,0.94,6
COc1ccc(OCC(=O)Nc2ccc(S(=O)(=O)Nc3cc(C)nc(C)n3)cc2)cc1,15,-13,-3,-20,1.2,2,6,1,-1
COc1ccccc1NC(CC(=O)c1ccccc1)C(=O)OCC(=O)c1ccc(Br)cc1 (centres undefined),-10,15,3,4,0.96,13,45*,0.96,4
Cc1cc(C)c(C(=O)CSc2nnc(-c3cccnc3)n2C)c(C)c1,-14,-7,-1,5,0.95,0,16,0.99,0
Cc1ccc2c(CC(=O)Nc3cccc(S(=O)(=O)N4CCOCC4)c3)coc2c1,-22,23,3,0,1,-7,23,1.3,-33
O=C(CNC(=O)C(c1ccccc1)c1ccccc1)N/N=C\c1ccc(C(=O)O)cc1,-3,10,-1,-26,1.3,3,-8,1.1,-6
CC(=O)Nc1ccc(S(=O)(=O)NC2=NCN(C)CN2)cc1,10,-8,2,-34,1.3,-3,9,0.96,4

# Assay outcomes deposited in PubChem by Sanford-Burnham Center for Chemical Genomics.
